From PubChem BioAssay
Runt-CBFb FRET – inhibitors of human RUNX1 Runt domain binding to CBFb. Q01196+Q13951. Cerulean-Runt/Venus-CBFb FRET ratio 530/480, 1 h. inhibition, % at 20 µM. actives 0.46% (n = 220,000);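 active = inhibition over about 50% at 20 µM in the single-dose screen, limit read from the data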;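 note: 0% = DMSO wells and 100% = excess unlabeled CBFb competitor control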
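Reagent – Venus-CBFb binding partner, 100 nM · Assay system – Cerulean-tagged RUNX1 Runt domain (FRET donor) fusion protein · Input – 100 nM per protein · Incubation – two 1 h room-temperature incubations shielded from light · Measured by – FRET fluorescence · Medium – Tris buffer pH 7.5 with salts and BSA · Benchmarks – unlabeled CBFb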
NPY2 pot ag – potentiates or activates human NPY-Y2 receptor | P49146 | cells expressing NPY-Y2, potentiator/agonist read-out | activation, % at 3.6 µM | actives 0.45% (n = 220,000) | AID 1359; in the data active = activation above about 27%;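 note: cells stimulated with NPY near EC25 plus isoproterenol at EC100; 0% = vehicle plus submaximal agonist and 100% = vehicle plus saturating agonist; some results beyond the cut were filed as inactive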
Mdm2 ligase inh – Mdm2 E3 ligase (human) inhibition; signal enhancement, % at 5 µM; cell-based MDM2 ubiquitination luciferase reporter, 2 h; 0 = plate control, 100 = twice control, blank-subtracted; Q00987; actives 0.11% (n = 210,000);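 active = signal enhancement of 30% or more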;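 note: luminescence tracks abundance of the self-degrading MDM2-luciferase fusion protein; higher signal means inhibition of MDM2 E3 ligase activity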
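Assay system: stable mammalian line carrying autodegrading MDM2–luciferase fusion reporter; Input: 2000 cells in each well; Compound dosing: single-point 5 µM; Schedule: 2 h compound exposure at 37 °C; Signal: SteadyLite luciferase luminescence after 15 min room-temperature reagent incubation; Evaluation: % luminescence enhancement versus blank-corrected plate control mean; Benchmarks: plate controls and plate blanks.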
RBBP9 inh – human RBBP9 hydrolase inhibition; recombinant RBBP9, FP-Rh probe fluorescence polarization; inhibition, % at 7.94 µM; actives 0.2% (n = 220,000); O75884;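 active = inhibition above the campaign mean of all tested compounds plus 3 SD, cut at about 14% in these data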;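 note: plate controls were DMSO wells with RBBP9 for no effect and wells lacking RBBP9 protein for full effect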
Target sequence (O75884 whole entry, looked up): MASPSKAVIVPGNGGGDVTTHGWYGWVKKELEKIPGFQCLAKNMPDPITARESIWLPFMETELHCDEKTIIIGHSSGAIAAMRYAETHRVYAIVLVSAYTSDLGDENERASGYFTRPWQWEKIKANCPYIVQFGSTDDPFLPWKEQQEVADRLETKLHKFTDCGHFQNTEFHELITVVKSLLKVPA
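Assay system: recombinant human RBBP9; Reagent: Serine-hydrolase probe FP-Rh, 375 nM pre-mixing; Doses: 7.94 µM single dose, 0.794% DMSO; Incubation: 30 min then 45 min, 25 °C; Detection: fluorescence polarization (mP), excitation 525 nm, emission 598 nm; Evaluation: percent inhibition from mP, scaled between DMSO and no-protein wells.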
NPY1 pot ag – human NPY-Y1 potentiation or agonism, primary screen. NPY-Y1 expressing cells, potentiator/agonist activation. activation, % at 3.6 µM. actives 0.37% (n = 220,000). P25929; in the data active = activation above about 33%, passing the limit was not always enough;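 note: cells stimulated with NPY at EC10 then isoproterenol at EC100; 0% = low agonist plus stimulus and 100% = saturating agonist plus stimulus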
Target sequence (P25929 whole entry, looked up): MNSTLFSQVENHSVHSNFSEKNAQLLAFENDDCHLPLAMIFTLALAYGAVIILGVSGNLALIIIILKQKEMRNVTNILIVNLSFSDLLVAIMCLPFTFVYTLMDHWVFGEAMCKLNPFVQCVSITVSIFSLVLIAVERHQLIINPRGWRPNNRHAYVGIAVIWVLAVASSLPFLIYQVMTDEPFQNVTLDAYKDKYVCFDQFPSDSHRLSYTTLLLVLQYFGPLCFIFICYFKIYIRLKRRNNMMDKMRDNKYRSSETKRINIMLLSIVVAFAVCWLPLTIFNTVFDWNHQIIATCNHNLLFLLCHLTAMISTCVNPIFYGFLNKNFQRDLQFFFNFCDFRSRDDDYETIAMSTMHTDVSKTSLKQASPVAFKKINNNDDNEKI
NPY-Y1 antag – antagonists of human neuropeptide Y receptor Y1. inhibition, % at 3.6 µM. HEK293-CNG Y1 cells, membrane potential fluorescence; NPY at EC95, then isoproterenol. actives 1% (n = 200,000). AID 1040;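 active = inhibition above the campaign mean inhibition of all tested compounds plus 3 SD, cut at about 20% in these data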;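 note: 0% = DMSO wells given NPY plus isoproterenol and 100% = isoproterenol alone without NPY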
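Material: HEK293 cells co-expressing NPY Y1 receptor and cyclic-nucleotide gated channel. Timing: compound incubation 1 h at room temperature, readout 45 min post-stimulation. Signal: fluorescence, membrane potential probe.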
Runt-SMMHC FRET – blocks binding of human RUNX1 Runt domain to CBFb-SMMHC; AID 1434; Cerulean-Runt/Venus-CBFb-SMMHC FRET ratio 530/480, 1 h; actives 0.74% (n = 220,000); inhibition, % at 20 µM;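 active = mean inhibition across duplicate retests at 20 µM reaching about 50%, limit read from the data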;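 note: 0% = DMSO wells and 100% = wells with excess untagged CBFb-SMMHC; inhibitors lower the FRET ratio by blocking Runt binding to CBFb-SMMHC; some results filed as inactive read as strong as hits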
p97 ATPase inh – human p97 ATPase inhibition. P55072. AID 1481. inhibition, % at 8 µM. actives 0.42% (n = 220,000). recombinant p97 ATPase, Kinase-Glo ATP luminescence, 3 h; in the data active = inhibition above about 15%;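 note: 0% = DMSO vehicle and 100% = wells lacking enzyme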
Hck-Nef inh – human Hck-Nef kinase inhibition | P08631 | Recombinant Hck-YEEI plus Nef, Z-Lyte FRET kinase assay | inhibition, % at 20 µM | actives 0.68% (n = 220,000);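 active = Hck-Nef kinase inhibition above about 50%, limit read from the data; inactive = inhibition below that limit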;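 note: 0% = DMSO with Hck plus Nef and 100% = Hck alone without Nef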
Target sequence (P08631 whole entry, looked up): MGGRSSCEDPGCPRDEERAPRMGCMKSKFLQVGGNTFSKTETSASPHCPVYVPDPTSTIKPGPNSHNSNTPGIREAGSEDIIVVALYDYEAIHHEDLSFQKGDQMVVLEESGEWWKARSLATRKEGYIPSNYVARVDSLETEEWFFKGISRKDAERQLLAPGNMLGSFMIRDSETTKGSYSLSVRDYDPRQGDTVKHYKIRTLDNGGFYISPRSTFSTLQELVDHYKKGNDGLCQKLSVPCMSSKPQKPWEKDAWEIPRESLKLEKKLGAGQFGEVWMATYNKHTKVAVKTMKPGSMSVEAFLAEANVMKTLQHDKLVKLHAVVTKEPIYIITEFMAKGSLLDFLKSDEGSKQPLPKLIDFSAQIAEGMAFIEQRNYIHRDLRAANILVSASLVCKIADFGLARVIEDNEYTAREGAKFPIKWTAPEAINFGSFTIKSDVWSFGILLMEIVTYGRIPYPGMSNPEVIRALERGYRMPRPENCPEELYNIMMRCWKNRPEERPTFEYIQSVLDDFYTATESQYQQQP
The depositor's hits bear a star; · = not tested or not shown. Random draw from the library. About 3.5% of those tested had a hit in this group.

SMILES | Runt-CBFb FRET | NPY2 pot ag | Mdm2 ligase inh | RBBP9 inh | NPY1 pot ag | NPY-Y1 antag | Runt-SMMHC FRET | p97 ATPase inh | Hck-Nef inh
CC(=O)OC1COC(N2CCc3ccccc32)C(OC(C)=O)C1OC(C)=O (configuration not stated) | -1.3 | 1.5 | -5.2 | 10.0 | 12.1 | -3.9 | -0.4 | 5.2 | 1.5
CN(C)S(=O)(=O)c1ccc(NC(=S)NC(=O)Cc2ccccc2)cc1 | 1.6 | -15.9 | -2.9 | -3.5 | -9.2 | 2.6 | -4.0 | -2.4 | 27.0
Cc1cc(/C=C(\C#N)C(=O)NC2CCCCCC2)c(C)[nH]1 | -2.6 | 2.8 | -20.5 | -9.2 | 11.2 | 2.1 | -2.5 | -6.5 | -3.3
Cc1cc(N2CCN(S(=O)(=O)c3ccc4c(c3)OCCO4)CC2)n2ncnc2n1 | 2.5 | 2.1 | -11.4 | -6.0 | -13.2 | 6.8 | 1.0 | 4.7 | -0.1
CCCC(=O)Nc1nc(C)c(-c2csc(Nc3cc(OC)ccc3OC)n2)s1 | 9.5 | 1.4 | -6.9 | -5.7 | 11.1 | -6.1 | -2.1 | 5.0 | 0.3
COc1cccc(OC)c1OCCOc1ccc(C(=O)c2ccccc2)cc1 | -5.6 | -18.3 | -27.4 | 4.3 | -46.9 | 5.8 | -1.1 | -1.2 | 2.2
CC(C)NC(=O)c1sc2nc(-c3cccs3)cc(-c3cccs3)c2c1N | 2.3 | -12.1 | 1.4 | -3.5 | -10.5 | 4.3 | -0.4 | 3.2 | -0.7
CCc1ccc(-c2nc(SCC(=O)N3CCOCC3)n[nH]2)cc1 | 0.9 | -19.9 | 6.4 | 8.6 | 1.6 | 3.2 | 1.7 | 0.9 | 7.9
CCN(CC)c1ccc(N=Cc2ccc(N(CC)CC)cc2O)cc1 | 0.6 | 17.8 | -7.5 | -2.0 | 14.0 | -4.8 | -40.5 | -0.1 | 2.8
O=C(NCC(c1ccc(F)cc1)N1CCOCC1)c1ccccc1F (configuration not stated) | -2.3 | 1.8 | 6.0 | -7.4 | -1.8 | · | -0.5 | 4.6 | -1.1
Cc1cccc(OCC(O)Cn2c(=N)n(CCN3CCOCC3)c3ccccc32)c1 (configuration not stated) | -2.2 | -6.7 | 12.1 | -5.2 | -18.0 | 11.0 | 2.8 | -4.6 | -0.5
CCCc1cc2c(=O)c(-c3ccccn3)c(C)oc2cc1O | 1.1 | 9.1 | -16.8 | 3.4 | 7.3 | 3.0 | 0.4 | -2.7 | -0.9
CSCC[C@H](NC(=O)OC(C)(C)C)c1nnc(SCC(N)=O)o1 | -3.1 | -8.2 | -2.0 | -9.2 | 22.8 | -0.2 | 1.0 | -5.5 | -1.8
O=c1cc(CCl)nc2sc3ccccc3n12 | -1.7 | -0.9 | -4.9 | -1.3 | -10.2 | -3.2 | -6.0 | -0.3 | 60.6*
O=C(CCC(=O)N(CC(=O)NC1CCCCC1)Cc1cccs1)Nc1ccccn1 | -3.3 | -2.0 | 13.1 | 0.2 | 24.3 | -1.1 | 1.8 | 4.5 | 18.4
COc1ccc(CC(=O)NCc2nnc(SCC(=O)Nc3nccs3)n2-c2ccccc2)cc1 | 0.8 | -0.7 | -4.2 | -4.4 | 22.2 | -0.8 | 2.0 | -2.5 | 18.4
CN1CCN(c2nc(-c3cccnc3)nc3ccccc23)CC1 | -2.5 | 10.5 | 0.2 | -1.1 | -19.4 | 1.7 | -5.1 | 3.7 | 1.5
NS(=O)(=O)c1ccc(CCNC(=O)CNC(=O)C2CCCCC2)cc1 | 0.3 | 9.2 | -3.0 | -3.4 | 9.2 | -0.6 | 0.7 | 2.6 | 4.3
COc1ccc(C)cc1NC(=O)Nc1ccc(Br)cn1 | 3.5 | 3.4 | -13.6 | -6.1 | -0.2 | 2.3 | -5.4 | -0.3 | -3.5
COC(=O)C1=C(C)NC(C)=C(C(=O)OC)C1c1ccc(-c2cc(Cl)ccc2Cl)o1 | 28.7 | -1.4 | · | -0.1 | -6.0 | -2.0 | 17.6 | 2.2 | 3.3
CC(=O)NC1C(=O)N=C(SCC(=O)Nc2sc3c(c2C#N)CCCCCC3)NC1=O (configuration not stated) | 0.8 | 11.1 | -13.1 | -11.2 | 14.3 | 1.2 | -1.4 | 3.0 | 28.5
CCOC(=O)c1ccc2nc(NC(=O)C(C)C)sc2c1 | -1.4 | 4.7 | -15.1 | -0.6 | 18.8 | -3.5 | -0.4 | 0.7 | -6.8
C=CCn1c(=O)c2c3c(sc2n2c(Nc4ccc(OC)cc4)nnc12)CCCC3 | 1.4 | -11.1 | -7.6 | 5.2 | -43.9 | -7.3 | 1.2 | -1.4 | -0.4
CCOc1cc(S(=O)(=O)N2CCN(Cc3ccccc3)CC2)ccc1Br | -1.0 | -15.8 | 7.9 | -4.4 | -19.6 | 12.5 | -5.8 | -6.8 | 0.6
Cc1ccc(Cl)cc1N1CCN(S(=O)(=O)c2cccc(S(=O)(=O)N3CCCC3)c2)CC1 | 0.2 | -1.1 | -4.6 | -5.0 | -8.8 | 9.3 | 2.0 | 2.8 | 0.1

Entries of single compounds, quoted from the list. Values in the order: Runt-CBFb FRET | NPY2 pot ag | Mdm2 ligase inh | RBBP9 inh | NPY1 pot ag | NPY-Y1 antag | Runt-SMMHC FRET | p97 ATPase inh | Hck-Nef inh
CCc1ccc(-c2nc(SCC(=O)N3CCOCC3)n[nH]2)cc1 is entered as 0.9 | -19.9 | 6.4 | 8.6 | 1.6 | 3.2 | 1.7 | 0.9 | 7.9
CCCc1cc2c(=O)c(-c3ccccn3)c(C)oc2cc1O is entered as 1.1 | 9.1 | -16.8 | 3.4 | 7.3 | 3.0 | 0.4 | -2.7 | -0.9
CC(=O)NC1C(=O)N=C(SCC(=O)Nc2sc3c(c2C#N)CCCCCC3)NC1=O (configuration not stated) is entered as 0.8 | 11.1 | -13.1 | -11.2 | 14.3 | 1.2 | -1.4 | 3.0 | 28.5
Cc1cccc(OCC(O)Cn2c(=N)n(CCN3CCOCC3)c3ccccc32)c1 (configuration not stated) is entered as -2.2 | -6.7 | 12.1 | -5.2 | -18.0 | 11.0 | 2.8 | -4.6 | -0.5
CCOc1cc(S(=O)(=O)N2CCN(Cc3ccccc3)CC2)ccc1Br is entered as -1.0 | -15.8 | 7.9 | -4.4 | -19.6 | 12.5 | -5.8 | -6.8 | 0.6

(continued)
SMILES | Runt-CBFb FRET | NPY2 pot ag | Mdm2 ligase inh | RBBP9 inh | NPY1 pot ag | NPY-Y1 antag | Runt-SMMHC FRET | p97 ATPase inh | Hck-Nef inh
CC1CCN(C(=O)COC(=O)c2cc(Cl)cc(Cl)c2N)CC1 | 0.2 | -19.6 | -17.7 | 4.4 | -11.4 | 5.0 | 2.5 | -3.8 | -1.5
Cc1cc(C)nc(N2CCC(C(=O)Nc3cccc(C(F)(F)F)c3)CC2)n1 | -0.1 | 7.4 | -13.0 | -6.2 | 12.9 | -4.9 | 0.6 | -2.5 | 0.8
CCCCOc1ccc(/C(O)=C2/C(=O)C(=O)N(CCCOC)C2c2ccncc2)cc1C (configuration not stated) | -6.0 | -12.2 | -27.5 | 1.9 | -5.6 | 6.8 | 2.2 | 0.8 | -0.5
CCN1C(=O)N[C@H](c2ccc(Br)cc2)C(C(C)=O)=C1C | -0.9 | 2.9 | · | -1.8 | -18.5 | -5.3 | -2.2 | 5.4 | -5.3
Cc1nc2ncnn2c(N2CCN(C(=O)c3cccc(F)c3)CC2)c1Cc1ccccc1 | -3.0 | 10.1 | -8.7 | -5.9 | 7.7 | 2.0 | 3.5 | -1.3 | -7.7
CCCOCn1cc(F)c(=O)[nH]c1=O | -0.5 | 1.8 | -12.4 | 0.1 | -10.3 | 1.3 | 3.6 | 4.3 | 0.8
Cc1ccc(/C=C(\NC(=O)c2ccccc2)C(=O)OCc2ccccc2)cc1 | 2.8 | -26.1 | 0.9 | -0.8 | -42.0 | -1.2 | 2.4 | 0.7 | 1.9
O=C(Cn1c(O)c(/C=C2\C=Nc3ccc(Br)cc32)sc1=O)N1CCCC1 | -14.0 | -15.3 | -9.1 | -0.6 | -4.0 | 0.0 | -18.7 | 2.9 | 76.2*
CCOC(=O)C1CCCN(C(=O)c2sc3nc(-c4ccccc4)cn3c2C)C1 (configuration not stated) | -1.7 | -3.3 | 0.6 | -8.1 | -3.8 | 7.2 | -56.9 | 1.4 | -0.2
Cc1cc(C)n(CC(=O)O)c(=O)c1[N+](=O)[O-] | -0.7 | 9.2 | -12.8 | -6.3 | 9.2 | -3.0 | 0.8 | 7.3 | 21.4
CC(C)C(NC(=O)c1ccc2c(c1)OCO2)C(=O)N/N=C/c1cccs1 (configuration not stated) | -0.8 | 3.1 | 2.0 | -7.5 | -6.0 | 4.8 | -2.7 | 4.2 | 3.5
COc1cccc(C2Nc3c(F)cc(Br)cc3C3C=CCC32)c1OC (configuration not stated) | -2.4 | 8.7 | 2.3 | -1.4 | 6.1 | 6.5 | 4.8 | 2.1 | 1.5
Nc1nc(-c2ccc3c(c2)CCO3)cs1 | 19.2 | 2.2 | -15.8 | -6.1 | 8.0 | -2.2 | -0.5 | 5.9 | 17.5
COC(=O)CSc1nnc(-c2ccccc2OC)o1 | 2.4 | -2.4 | -17.7 | -5.0 | -2.4 | 1.9 | -0.3 | -0.3 | -3.0
COC(=O)Cn1c(C(=O)N2CCCC2)cc2c1C[C@H]1CN(C(=O)c3ccccc3)[C@@](Cc3ccc(F)cc3)(C(=O)OC)[C@@H]21 | -1.9 | -1.8 | · | -3.8 | -3.2 | 11.0 | 1.1 | -5.6 | -7.9
COc1cc(/C=N/NC(=O)C(N)=O)ccc1OC(=O)c1cccs1 | -1.9 | -9.0 | -5.5 | -1.1 | -10.2 | 8.3 | 0.3 | 2.5 | -7.1
O=C(CCc1n[nH]c(=O)[nH]c1=O)N/N=C/c1ccco1 | 0.7 | 4.2 | 3.7 | -6.3 | 2.2 | -0.5 | -2.3 | 5.8 | 15.3
COCCn1c(N)c(C(=O)Nc2sc3c(c2C(=O)OC)CCCC3)c2nc3ccccc3nc21 | 86.7* | -6.0 | -6.4 | -3.7 | -21.4 | 0.5 | 31.5 | -0.8 | 0.4
COc1cc(/C=N/NC(=O)C(Cc2c[nH]c3ccccc23)NC(=O)OCC(C)C)cc([N+](=O)[O-])c1OCc1ccccc1 (configuration not stated) | 11.8 | 25.5 | 8.8 | -10.5 | 38.9* | -4.0 | 30.1 | 5.9 | 17.2
